RGS4 inhibitor = inhibitors of human regulator of G protein signaling 4; P49798; Transcreener GDP fluorescence polarization, RGS4-accelerated GTP hydrolysis; Potency, µM (titrated, usually from 114 µM), inactives show at the highest dose activity change, negative = inhibition, most hits filed as inhibitors; 390,000 tested, 0.039% active; also: % is scaled to controls: 0 for no effect and ±100 for the full control effect; nearly all actives have a fitted effect of over 75% in size; some results filed as inactive show a strong effect at the top dose
Target sequence (P49798 whole entry, looked up): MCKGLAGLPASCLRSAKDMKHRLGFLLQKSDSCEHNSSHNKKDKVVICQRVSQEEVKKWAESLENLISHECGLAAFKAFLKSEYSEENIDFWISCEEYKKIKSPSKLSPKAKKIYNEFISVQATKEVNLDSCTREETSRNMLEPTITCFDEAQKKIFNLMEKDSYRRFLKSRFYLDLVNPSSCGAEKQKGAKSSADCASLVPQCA
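MLSMR compounds (23 nl, pin-transferred) preincubated 10 min at room temperature with a 500nM (2x) first reagent, then RGS4 at 900nM (2x) plus Transcreener GDP mix added; fluorescence polarization (620/688 nm) read before and after 90 min at 30 °C.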
JMJD2A Tudor inh = JMJD2A Tudor domain (human) inhibition; O75164; 390,000 tested, 4.4% active; AlphaScreen JMJD2A-Tudor / H3K4me3 peptide binding; Potency, µM (titrated, usually from 114 µM), without a hit: at the top dose activity change, negative = inhibition, actives largely listed as inhibitors; also: % is scaled to controls: 0 for no effect and ±100 for the full control effect; nearly all actives have a fitted effect of over 50% in size
Pin1 inhibitor = blocks the human prolyl isomerase Pin1; Pin1 FP peptide displacement, HiFluor488, 10 min; Potency, µM (titrated, usually from 115 µM), without a hit: top-dose activity, negative = inhibition, usual class: inhibitors; 390,000 tested, 0.009% active; active = well fitted inhibition curve with a large enough effect in the polarisation, with a control signal flat, not every such curve was filed as active; inconclusive = small, poorly fitted or top-dose-only effect, or effect the other way, or a change in a side signal; inactive = no such curve, though single readings can be large or run the other way; the % refers to the polarisation; also: % is scaled to controls: 0 for no effect and ±100 for the full control effect
Target sequence (Q13526 whole entry, looked up): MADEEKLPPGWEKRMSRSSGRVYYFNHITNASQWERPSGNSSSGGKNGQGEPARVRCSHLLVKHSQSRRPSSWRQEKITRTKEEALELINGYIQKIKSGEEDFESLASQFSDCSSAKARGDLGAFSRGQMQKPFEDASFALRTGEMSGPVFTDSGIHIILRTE
HP1b binding inh = HP1-beta chromodomain-methylated histone interaction inhibition; AlphaScreen HP1-beta / biotin-H3K9me3 peptide binding; P83916; Potency, µM (series often up to 114 µM), without a hit: top-dose activity change, negative = inhibition, most hits filed as inhibitors; 390,000 tested, 0.56% active; also: nearly all actives have a fitted effect of over 70% in size; inactives centre near 23
Target sequence (P83916 whole entry, looked up): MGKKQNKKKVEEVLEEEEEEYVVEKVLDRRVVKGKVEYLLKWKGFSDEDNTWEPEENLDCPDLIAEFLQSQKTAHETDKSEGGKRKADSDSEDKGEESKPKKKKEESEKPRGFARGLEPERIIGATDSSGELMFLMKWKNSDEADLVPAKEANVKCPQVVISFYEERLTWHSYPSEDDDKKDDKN
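Compound inhibition of the preformed complex between 50 nM HP1-beta and 50 nM biotinylated H3K9me3 peptide was read by AlphaScreen. Buffer was PBS pH 7.4 with 0.01% Tween-20. Incubations ran 30 min at room temperature, with 10 ug/mL donor/acceptor beads.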
ERG-DNA inh = inhibitors of human ERG Ets domain-DNA interaction. AID 624246. 370,000 tested, 0.028% active. fluorescence polarization, His-ERG Ets domain / labelled DNA. Potency, µM (top dose mostly 76.9 µM), for inactives: at the highest dose FP activity, negative = inhibition, hits mostly inhibitors; active = well fitted inhibition curve with a large enough effect in the polarisation, with a control signal flat; inconclusive = small, poorly fitted or top-dose-only effect, or effect the other way, or a change in a side signal; inactive = no such curve, though single readings can be large or run the other way; the % refers to the polarisation;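 also: polarization taken with two DNA probes labelled with fluorescein and Texas red; % of control where 0% means no effect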
Target sequence (P11308 whole entry, looked up, the tested form may be a part): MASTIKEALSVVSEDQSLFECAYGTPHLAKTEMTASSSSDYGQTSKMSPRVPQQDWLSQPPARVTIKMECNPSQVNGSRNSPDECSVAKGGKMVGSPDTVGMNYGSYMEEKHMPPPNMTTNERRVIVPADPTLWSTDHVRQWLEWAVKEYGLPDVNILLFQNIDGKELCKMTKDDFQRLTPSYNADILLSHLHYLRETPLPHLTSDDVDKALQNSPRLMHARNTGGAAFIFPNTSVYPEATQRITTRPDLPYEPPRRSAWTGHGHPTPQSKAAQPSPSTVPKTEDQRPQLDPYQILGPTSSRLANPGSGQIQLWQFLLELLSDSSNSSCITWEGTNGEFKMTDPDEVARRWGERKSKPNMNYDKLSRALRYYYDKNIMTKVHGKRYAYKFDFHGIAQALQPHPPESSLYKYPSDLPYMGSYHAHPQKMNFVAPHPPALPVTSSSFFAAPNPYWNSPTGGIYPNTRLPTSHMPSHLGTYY
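His-tagged ERG Ets domain (1 uM in the protein solution; 300mM KCl, 50mM Tris-HCl, 1mM EDTA, 1mM DTT, pH 7.5) received compound, then a probe mix of 5 nM fluorescein-DNA and 100nM Texas-615-DNA. Fluorescence polarization was read for both dyes.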
GLS inh = blocks human kidney-isoform glutaminase activity. O94925. GLS enzymatic activity, qHTS titration. Potency, µM (titrated, usually from 45.5 µM), inactives show at the highest dose activity change, negative = inhibition, usual class: inhibitors. 410,000 tested, 0.21% active. AID 624170; also: % is scaled to controls: 0 for no effect and ±100 for the full control effect
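Assay buffer: 45 mM KH2PO4 pH 8.2, 0.02% Tween-20. hKGA acts on L-glutamine (1 mM solution added); product glutamate is reported by an oxidase/peroxidase Amplex Red coupling, with fluorescence taken at baseline and 30 min.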
PGK inhibitor = blocks T. brucei phosphoglycerate kinase. PGK/GAPDH coupled, Kinase-Glo luminescence, 60 min. Potency, µM (titrated, usually from 57.5 µM), for the others: at the highest dose activity change, negative = inhibition, usual class: inhibitors. 380,000 tested, 0.043% active; also: % is scaled to controls: 0 for no effect and ±100 for the full control effect; nearly all actives have a fitted effect of over 60% in size
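Luminescent ATP detection (Kinase-Glo Plus) follows a 60-minute room-temperature incubation, with wells lacking PGK as controls. Buffer: 100 mM TEA (pH 7.6), 5 mM MgCl2, 0.01% Tween-20. Coupling enzyme GAPDH (100 nM final) supplies unstable 1,3-BPG in-well.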
12-LOX inh = blocks human arachidonate 12S-lipoxygenase; 580,000 tested, 1.1% active; P18054; Potency, µM (top dose mostly 108 µM), for inactives: at the top dose activity change, negative = inhibition, hits mostly inhibitors; purified 12hLO, xylenol orange hydroperoxide absorbance; also: % is scaled to controls: 0 for no effect and ±100 for the full control effect
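Purified human 12hLO (150 nM final) in 25 mM Hepes, 0.01% Triton X-100, pH 7.0 was preincubated 15 min at room temperature with compound. Then 40 uM arachidonic acid was added, 30 min. Hydroperoxide was read by Fe-XO absorbance ratio 573/405 nm.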
TrxR1 inh = rat TrxR1 inhibition | recombinant rTrxR1, NADPH fluorescence consumption, selenite substrate | 390,000 tested, 1% active | O89049 | Potency, µM (doses to about 114 µM), for inactives: at the highest dose activity change, negative = inhibition, most hits filed as inhibitors; also: % is scaled to controls: 0 for no effect and ±100 for the full control effect; nearly all actives have a fitted effect of over 65% in size
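Rat TrxR1 (90 nM in the dispensed reagent) was pre-reduced with 400 uM NADPH for 5 min at room temperature, then incubated with compound for 15 min. After 400 uM selenite was added, NADPH fluorescence (Ex 340/Em 450 nm) was followed for 8 min.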
An asterisk follows results filed as active; i = inactive; u = inconclusive; x = no result given; & = joins results of further samples; [ ] = remark or other dose. Unless noted, calls follow the shape of the dose curve; as a rule, active = well fitted curve in the direction sought with a large enough effect; inconclusive = small, poorly fitted or top-dose-only effect, or another doubt; inactive = no such curve, though single readings can be large; an effect the other way counts as inactive or inconclusive. Potency is read from the fitted curve at half-maximal effect. An excerpt (hit frequency here may not be typical).

Values run as follows: RGS4 inhibitor, JMJD2A Tudor inh, Pin1 inhibitor, HP1b binding inh, ERG-DNA inh, GLS inh, PGK inhibitor, 12-LOX inh, TrxR1 inh
> CC(NC(N)=O)C12CC3CC(CC(C3)C1)C2 (centres undefined)
 : -8.3%, -14.1%, 7.4%, 44.0%, -2.8%, 0.3%, -16.2%, -20.6%, 14.6%[57.1 µM]
> c1csc(-c2nc3c4ccccc4c4ccccc4c3[nH]2)c1
 : 9.6%[11.4 µM], -18.1%[57.1 µM], 24.0%, -23.5%, u, 4.5%, 2.4%, u, 6.6%[57.1 µM]
> Cc1ccc(SCC(=O)NC(=O)c2ccccc2Br)c(C)c1
 : -10.2%, -0.7%, 2.6%, 47.8%[activator], 15.4%, 4.2%, -4.4%, -25.4%, 4.0%
> O=C(Cc1c(F)cccc1Cl)N1CCN(C(=O)c2ccco2)CC1
 : -10.0%, -12.2%, 0.4%, 31.6%, -7.7%, -1.4%, 0.5%, -4.8%, 25.7%
> CCOCCCn1c(=NC(=O)c2ccco2)c(C(=O)OCC)cc2c(=O)n3cccc(C)c3nc21
 : 4.9%, -9.3%, -6.5%, 35.9%, -2.1%, -1.0%, 6.6%, -22.4%, 11.9%
> O=C(Nc1cc(C(F)(F)F)ccc1Cl)C(=O)N1CCCCC1
 : 15.4%, 11.1%, -5.4%, 7.2%, 6.1%, -2.5%, -8.2%, 10.0%, 39.5%
> Cc1sc(NC(=O)Cc2ccc3c(c2)OCO3)nc1-c1ccc2c(c1)CCN2C(=O)c1ccc(F)cc1
 : -14.8%, u, 6.0%, -18.7%, 11.4%, -5.0%, 11.0%, -18.8%, 5.4%[57.1 µM]
> Cc1nc2ncnn2c(C)c1CCC(=O)NCc1cccc(Cl)c1
 : 10.5%, -14.8%, -2.8%, 23.6%, 3.4%, -5.6%, i, -17.8%, 26.0%
> COc1ccccc1NC(=O)Cn1c(SCC(=O)N(C)c2ccccc2)nc2ccccc21
 : 15.1%, -22.8%, -6.8%, 15.9%, 6.5%, -17.9%, 5.2%, -13.9%, 4.5%[57.1 µM]
> O=C(/C=C/c1ccccc1[N+](=O)[O-])c1ccccc1Br
 : u, 56.2µM*, u, u, 0.5%, 3.5%, -7.3%, -12.6%, u
> COc1ccc(NC(=O)c2ccc(NC(=O)c3cccs3)cc2)cc1
 : 22.9%, -8.8%, 1.3%, -4.5%, -11.5%, 4.5%, -9.8%, -7.5%, -9.3%
> CCCCC[C@H]1CN(Cc2ccccc2)C(=O)[C@@H]1CC(=O)NCc1ccccc1
 : -12.1%, 0.0%, 0.2%, 35.3%, -4.4%, -1.0%, i, -12.6%, 4.3%[57.1 µM]
> COc1ccc(CN(C)C(=O)CCl)cc1
 : 4.6%, -1.4%, -3.1%, 33.9%, 1.3%, -3.6%, -7.9%, 0.0%, u
> Cc1cc(=O)[nH]c(SCC(=O)Nc2ccc(F)cc2)c1C#N
 : 5.4%, -6.2%, -0.8%, 27.7%, 9.6%, 10.7%, 0.2%, -14.3%, -6.2%[57.1 µM]
> CC(C)(C)c1cc(NCc2ccccn2)n2ncc(-c3ccccc3)c2n1
 : 11.1%, 32.8%, -5.6%, 122.8%[activator], 4.3%, 0.9%, -2.8%, 4.9%, 81.0%
> COc1ccccc1NC(=O)N(Cc1nnc2n1CCCCC2)c1ccc(F)cc1
 : 6.6%, 2.3%, 1.2%, 30.5%[57 µM], 7.6%, 0.1%, 0.6%, 0.0%, 23.4%[57.1 µM]
> CCOC(=O)C1=C(N)Oc2c(oc(CO)cc2=O)C1c1ccc(F)cc1 (centres undefined)
 : -4.6%, -3.8%, -2.8%, 31.3%, 6.7%, -2.2%, -2.5%, 0.0%, 14.6%
> CN(C)CCCNC(=O)/C=C/c1ccc2c(c1)OCO2
 : 10.9%, -10.6%, -0.3%, 22.4%, -1.5%, 0.6%, 3.1%, -11.0%, -12.0%
> COc1cc(C(C)=O)ccc1OCC(=O)NCC(c1ccc(F)cc1)N1CCOCC1 (centres undefined)
 : -10.6%, -17.2%, 0.3%, 5.7%[57 µM], -1.4%, -3.5%, -7.4%, 3.4%, 0.4%[2.29 µM]
> COc1cccc(CNC(=O)CCS(=O)(=O)c2cccc3nonc23)c1
 : 33.3%, -13.6%, 1.4%, 0.3%, 6.4%, 7.9%, 0.0%, 0.0%, 15.8µM*
> COc1ccc(-c2cn3c(n2)sc2cc(C(=O)Nc4ccc(C)c(C)c4)ccc23)cc1
 : -9.6%, 0.0%, -2.2%, 52.1%[activator], -1.5%, 4.4%, -10.3%, 1.8%, 7.2%
> CCn1c(=S)[nH]c2cc(C(=O)OC)ccc2c1=O
 : -2.4%, -20.1%, u, 36.2%, 5.4%, -1.8%, -1.3%, 0.0%, 1.6%
> COc1ccc(/C=C(/C#N)c2nc(-c3cc4ccccc4oc3=O)cs2)cc1
 : -1.0%, -7.2%, 2.1%, 33.9%[activator], -0.8%, -8.0%, -6.7%, -16.4%, -19.1%
> Cc1ccc(C(=O)CC2(O)C(=O)N(Cc3ccc4c(c3)OCO4)c3ccccc32)cc1 (centres undefined)
 : 7.7%[11.4 µM], -13.7%[11.4 µM], 1.6%, 14.6%, 4.0%, -21.9%, -8.8%, 0.0%, 20.3%[57.1 µM]
> NC(=O)c1nsc(C(=O)N(c2ccccc2)C(C(=O)NC2CCCC2)c2ccncc2)c1N (centres undefined)
 : -15.5%, -5.3%, 1.1%, 34.3%, 10.4%, 1.3%, i, -4.4%, 21.0%[57.1 µM]
> CC(C)CNC(=S)N1CCC(c2nc(-c3ccc(F)cc3)no2)CC1
 : -25.2%, 2.3%, -1.5%, 40.9%, -3.3%, -13.9%, i, 12.5%, 9.3%[57.1 µM]
> CCc1ccc(N2CC(C(=O)NCCC3=CCCCC3)CC2=O)cc1 (centres undefined)
 : 6.0%, 5.3%, -6.5%, 43.2%, 1.2%, -0.3%, 2.3%, -1.0%, 34.0%
> Cc1ccc(C)c(OC(=O)c2cccc(S(=O)(=O)N3CCN(C)CC3)c2)c1
 : -2.7%, -32.1%, -7.7%, -6.1%, 2.2%, 5.2%, -2.4%, u, -3.6%
> COC(=O)N/N=C/c1ccc(-c2cccc(Cl)c2)o1
 : 2.5%, -23.8%, -5.4%, 15.3%, -1.2%, -11.8%, -0.8%, 1.7%, 10.5%[57.1 µM]
> CN1C[C@@H]2[C@@H]3C(=O)N(C)C(=O)[C@@H]3[C@](Cc3ccccc3)(C1=O)N2C(=O)c1ccc(F)cc1
 : 12.9%, -16.8%, u, 5.6%, -1.9%, -0.5%, -0.4%, u, 27.2%[57.1 µM]
> COc1ccc(Cl)cc1C(=O)NCC(C)C
 : 18.5%, -4.4%, -8.6%, 33.2%, 3.6%, 0.9%, -3.0%, 0.0%[57.4 µM], 11.4%
> O=C(COc1ccccc1Cl)Nc1nnc(S(=O)(=O)N2CCCCCC2)s1
 : 18.0%&-5.0%, -15.6%&-27.0%, u, 47.1%&42.0%[activator], 2.6%&8.8%, 9.5%&3.0%, -5.1%, 11.0%&-6.9%, 10.3%&27.8%
> CCOC(=O)c1c(C)[nH]c(CCC(=O)NCc2cc(OC)c(OC)c(OC)c2)c1C
 : -18.4%, -13.3%, -1.4%, 21.8%[57 µM], 4.7%, -1.3%, 7.6%, u, 10.7%[57.1 µM]
> Cc1ccccc1CS(=O)(=O)c1cn(CC(=O)N2CCC(C)CC2)c2ccccc12
 : 23.7%, -13.9%, -5.4%, 12.5%, x, 3.2%, i, -14.1%, -8.0%
> CCOC(=O)[C@@H]1[C@H]2COc3ccc(Br)cc3[C@@H]2N2C(=O)N(c3ccccc3)C(=O)[C@@]12C
 : -0.8%, -11.9%, 6.7%, 23.8%, 9.0%, 0.8%, 1.6%, 21.0%, 11.8%[57.1 µM]
> CCN1CCCC1CNC(=O)c1cc2c(C)nc3ccccc3c2o1 (centres undefined)
 : -30.4%, -6.2%, 5.8%, 16.0%, -3.0%, 10.6%, -8.3%, 16.7%, -12.3%
> O=C(c1ccco1)N1CCN(C(c2ccc(Cl)cc2)c2nnnn2CC2CCCO2)CC1 (centres undefined)
 : -31.5%, 79.4µM*, -7.7%, 0.1%, 10.0%, 7.9%, i, u, 0.8%[57.1 µM]
> CCCc1nc2c(=O)n(C)c(=O)[nH]c2n1C
 : -15.5%, -16.9%, u, 24.6%, -15.4%, 18.4%, 16.6%, 0.0%, 0.6%
> COc1ccccc1N1CC(C(=O)Nc2ccc(S(=O)(=O)N3CCOCC3)cc2)CC1=O (centres undefined)
 : -20.6%, -13.6%, -9.2%, 2.5%, 2.1%, -7.3%, -6.5%, 72.7%[activator], 3.1%
> CN(C)C1=NCCN1CCCC1CCCC1
 : 11.2%, -17.6%, -7.3%, 29.2%, -6.3%, 3.8%, -6.1%, 2.6%, 18.7%[57.1 µM]

Reformatted: results already given.
CCCc1nc2c(=O)n(C)c(=O)[nH]c2n1C
  RGS4 inhibitor: -15.5%; JMJD2A Tudor inh: -16.9%; Pin1 inhibitor: u; HP1b binding inh: 24.6%; ERG-DNA inh: -15.4%; GLS inh: 18.4%; PGK inhibitor: 16.6%; 12-LOX inh: 0.0%; TrxR1 inh: 0.6%

COc1ccccc1N1CC(C(=O)Nc2ccc(S(=O)(=O)N3CCOCC3)cc2)CC1=O (centres undefined)
  RGS4 inhibitor: -20.6%; JMJD2A Tudor inh: -13.6%; Pin1 inhibitor: -9.2%; HP1b binding inh: 2.5%; ERG-DNA inh: 2.1%; GLS inh: -7.3%; PGK inhibitor: -6.5%; 12-LOX inh: 72.7%[activator]; TrxR1 inh: 3.1%
